# Bioassay records from PubChem.
# M1 PAM: human M1 muscarinic receptor positive allosteric modulators, primary screen, CHO-K1 cells, Fluo-8 calcium fluorescence, 1536-well. AID 588819, 2011. activation, % at 3 µM. CHO-K1 hM1, ACh EC20; 0% = ACh EC20, 100% = maximal ACh. 360,000 compounds, 0.088% hits. Muscarinic acetylcholine receptor M1 (Homo sapiens), P11229; in the data active = activation above about 19%, passing the limit was not always enough
# Target sequence (P11229 whole entry, looked up): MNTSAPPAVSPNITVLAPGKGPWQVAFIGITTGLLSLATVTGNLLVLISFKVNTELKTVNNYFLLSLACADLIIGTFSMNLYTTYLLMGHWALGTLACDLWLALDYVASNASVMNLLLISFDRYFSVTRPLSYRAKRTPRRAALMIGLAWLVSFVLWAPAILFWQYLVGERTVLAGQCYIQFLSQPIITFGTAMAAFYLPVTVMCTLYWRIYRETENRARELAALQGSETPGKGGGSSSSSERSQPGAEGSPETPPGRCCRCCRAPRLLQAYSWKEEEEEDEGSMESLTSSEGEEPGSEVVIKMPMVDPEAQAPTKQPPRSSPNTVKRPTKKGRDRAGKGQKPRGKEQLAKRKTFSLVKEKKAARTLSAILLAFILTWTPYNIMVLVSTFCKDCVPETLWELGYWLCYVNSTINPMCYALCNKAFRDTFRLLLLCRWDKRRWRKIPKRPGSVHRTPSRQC
# CHO-K1 Ca ag: counter-screen for M1 agonists: effect in parental CHO-K1 cells. Fluo-8 calcium fluorescence; scaled to maximal ATP response, vehicle zero. activation, % at 3 µM. 360,000 compounds, 0.48% hits; in the data active = activation above about 15%;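 also: untransfected CHO-K1 host cells lacking M1 receptor as counterscreen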
# CHO-K1 Ca antag: nonselective inhibitor or artifact in parental CHO-K1 cells. ATP-induced calcium, Fluo-8 fluorescence. inhibition, % at 3 µM. 360,000 compounds, 0.6% hits;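 active = inhibition above a per-plate cutoff, the plate's mean sample inhibition plus 3 SD, cut at about 24% in these data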;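 also: 0% = DMSO plus EC80 ATP and 100% = DMSO alone without ATP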
# CHO parental Ca: ATP-evoked calcium signal inhibitors, parental CHO, primary screen, counter-screen for OX1R antagonist project, cell-based, fluorescence, Fluo-8 calcium dye. parental CHO-K1, ATP-induced calcium, Fluo-8 fluorescence. inhibition, % at 5.6 µM. 330,000 compounds, 0.63% hits. AID 463079, 2010;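 active = inhibition above that plate's mean sample inhibition plus 3 SD, cut at about 26% in these data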;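 also: 0% = ATP-challenged DMSO wells and 100% = DMSO wells without ATP; some compounds past the cut are filed as inactive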
#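 Assay system: untransfected parental CHO cell line. Also added: ATP agonist challenge. Dosing: one dose, 5.6 µM nominal. Measured by: Fluo-8 fluorescence. Read-out: % inhibition. Benchmarks: ATP wells versus no-ATP DMSO wells. Repeats: no replicates.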
# M1 antag: human M1 muscarinic receptor antagonists, primary screen, CHO-K1 cells, Fluo-8 calcium fluorescence, 1536-well. Muscarinic acetylcholine receptor M1 (Homo sapiens), P11229. AID 588852, 2011. 360,000 compounds, 1.3% hits. CHO-K1 hM1, ACh EC80 antagonist. inhibition, % at 3 µM;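 active = percent inhibition above its own plate's cutoff, namely the mean of that plate's compound wells plus 3 SD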;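 also: peak over basal fluorescence ratio during 140 s after agonist addition; 0% = ACh EC80 plus DMSO and 100% = DMSO alone without agonist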
# TAAR1 ag: human TAAR1 agonists, primary screen, Fluo-8 calcium fluorescence, CHO RD-HGA16 cells; Trace amine-associated receptor 1 (Homo sapiens), Q96RJ0; vehicle wells 0%, saturating PEA agonist 100%; activation, % at 3 µM; 360,000 compounds, 0.99% hits;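 active = activation above the mean activation of all test compounds in the run plus 3 SD, cut at about 38% in these data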
# Target sequence (Q96RJ0 whole entry, looked up): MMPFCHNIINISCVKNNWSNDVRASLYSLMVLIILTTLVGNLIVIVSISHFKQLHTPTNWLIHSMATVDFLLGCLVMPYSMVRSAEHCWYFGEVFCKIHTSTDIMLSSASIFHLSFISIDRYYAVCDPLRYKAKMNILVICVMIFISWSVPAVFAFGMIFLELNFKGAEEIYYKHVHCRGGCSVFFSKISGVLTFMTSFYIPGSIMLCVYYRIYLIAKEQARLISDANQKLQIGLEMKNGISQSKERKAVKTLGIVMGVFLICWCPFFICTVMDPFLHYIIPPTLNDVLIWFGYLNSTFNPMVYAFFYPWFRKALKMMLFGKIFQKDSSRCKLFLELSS
#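 test system = CHO RD-HGA16 cells carrying human TAAR1 plus Gα16 | schedule = 17-24 h seeding, 75 min 37 °C dye, 30 min RT | compound dosing = 3 µM single concentration | control set = DMSO and PEA EC100 | replicates = n 1 | signal = Fluo-8 fluorescence, 5 s baseline then 140 s kinetic read | measure = percent activation vs PEA EC100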
# TAAR1 antag: human TAAR1 antagonists, primary screen, Fluo-8 calcium fluorescence, CHO RD-HGA16 cells; antagonist; Trace amine-associated receptor 1 (Homo sapiens), Q96RJ0; inhibition, % at 3 µM; 360,000 compounds, 1.5% hits; AID 624466, 2012;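 active = inhibition above a per-plate cutoff, the mean inhibition of test compounds on that plate plus 3 SD, cut at about 49% in these data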;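 also: 0% = DMSO plus EC80 beta-PEA response and 100% = DMSO alone without agonist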
#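 Test system: hTAAR1-expressing CHO RD-HGA16 cells, Gα16-coupled; Probe or stimulus: EC80 β-phenethylamine stimulus; Compound dosing: single nominal final test compound concentration of 3 µM; Timing: 140 s kinetic read after compound, 140 s after agonist; Signal: Fluo-8 calcium-sensitive fluorescence; Measure: % inhibition of agonist calcium response; Controls: DMSO and EC80 PEA controls.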
# CHO-K1 Ca PAM: nonselective calcium activators in parental CHO-K1 cells, primary screen, counter-screen for M1 PAM project, cell-based, Fluo-8 calcium fluorescence, full deck, 1536-well. ATP EC20; 0% at ATP EC20, 100% at ATP max. activation, % at 3 µM. 360,000 compounds, 0.02% hits. AID 602247, 2012;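 active = activation above the run cutoff, the mean activation of all test compounds plus 3 SD, cut at about 40% in these data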;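 also: peak over basal fluorescence ratio in a 140 s read after ATP addition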
# CHRM1 agonist: human M1 muscarinic receptor agonists, primary screen, Fluo-8 calcium fluorescence, CHO-K1 cells, HTS. CHO-K1 hM1, agonist mode; 0% DMSO, 100% acetylcholine EC100. Muscarinic acetylcholine receptor M1 (Homo sapiens), P11229. AID 588814, 2011. activation, % at 3 µM. 360,000 compounds, 0.33% hits;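 active = activation above the run's mean compound activation plus 3 SD, cut at about 16% in these data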;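 also: peak over basal fluorescence ratio within a 140 s kinetic read after compound addition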
# Starred values were filed as active, the others as inactive; / = not tested or not shown. Random draw from the library; overall some 4.4% were active at least once.
SMILES	M1 PAM	CHO-K1 Ca ag	CHO-K1 Ca antag	CHO parental Ca	M1 antag	TAAR1 ag	TAAR1 antag	CHO-K1 Ca PAM	CHRM1 agonist
Cc1csc(SCc2nnc(-c3ccc(Cl)cc3)o2)n1	5.6	-0.2	-0.9	-15.9	-8.3	11.8	-2.9	17.0	-4.1
COc1ccc(CNC(=O)C(C)OC(=O)c2cccc(N(C)C)c2)cc1 (stereo not given)	-1.3	1.0	-7.7	-24.2	1.5	11.2	13.2	-0.1	-3.4
Cc1ccc(/C=C/S(=O)(=O)N2CCC(C(=O)O)CC2)cc1	9.8	-0.2	-0.6	-6.4	-13.9	4.6	3.3	13.3	0.2
CCCC(=O)Nc1ccc(C(=O)n2ccc(C)n2)cc1	8.3	0.5	-18.1	-6.9	-3.8	1.7	-25.7	-7.8	-5.0
CCN(CC)C(=O)CN1C(=O)C2(OCC(C)(c3ccccc3)CO2)c2ccccc21 (stereo not given)	3.2	2.9	-6.3	-22.0	-11.6	20.5	1.3	15.1	12.2
CN(C)CCNC(=O)c1cc2sc3ccccc3c2s1	3.2	1.0	-10.4	-8.2	3.7	2.6	8.0	-2.1	-3.4
Cc1cc(C)cc(N(CC(=O)NC2CCCC2)S(=O)(=O)c2c(C)[nH]c(=O)[nH]c2=O)c1	15.8	1.2	-14.7	-5.0	-32.1	0.6	-35.8	12.8	0.6
NC(=O)C1=C[C@H](c2coc3ccccc3c2=O)C[C@H](OCc2ccc(CO)cc2)O1	6.0	-0.3	-5.8	-8.1	0.2	1.1	19.4	-18.3	-5.0
COC(=O)c1ccccc1NC(=O)c1cc(C)no1	0.2	0.0	-3.5	-9.8	0.8	-1.5	-11.3	-4.1	-2.5
CCOc1cc(CNCCc2ccc(S(N)(=O)=O)cc2)cc(Cl)c1OCc1ccccc1	-18.7	21.4*	-13.9	58.4*	32.3	/	/	0.4	6.7
CCn1nnnc1SCC(=O)NC1CCCC1	10.5	0.3	-5.4	-5.8	-13.1	11.3	3.8	15.0	-2.6
COC(=O)[C@]12CCCCC=C1N(Cc1ccccc1)C(=O)[C@H](CC(=O)NCC1CCCCC1)C2	/	1.6	-8.1	/	/	4.3	20.4	6.1	/
CCCCNC(=O)NNC(=O)COc1cccc(C)c1C	-7.1	0.0	-7.1	-10.4	-1.9	1.1	-0.4	15.3	-4.5
CCN(CC)c1ccc(/C=N/NC(=O)c2cccc(N3CCCC3=O)c2)cc1	3.0	0.5	-3.7	-20.4	-6.4	7.6	15.3	-0.4	-8.4
CN(C(=O)COC(=O)CNC(=O)c1ccccc1F)C1CCCCC1	16.4	0.1	12.1	-25.9	-11.9	1.3	-16.6	-13.9	1.5
COc1ccc(/C=C/C(=O)NCC2COc3ccccc3O2)c(OC)c1 (stereo not given)	10.1	0.4	-13.3	-10.5	-9.1	0.6	-34.2	23.1	-2.6
Clc1ccc(-c2cc(COc3ccccc3)no2)cc1Cl	3.9	-0.3	-2.5	-8.8	-4.6	4.7	-6.1	10.4	0.6
Cc1c(C)n(Cc2ccccc2)c2ncnc(NCCCO)c12	-4.0	0.7	-8.8	3.4	6.1	4.1	-7.3	1.1	-2.8
Cc1cc(NC(=O)CCNS(=O)(=O)c2cc(Br)cnc2N)ccc1Br	9.1	3.2	-9.3	2.2	-14.8	11.6	12.5	22.7	-3.3
O=C(Cc1ccc(N2CCNC2=O)cc1)N1CCCC(Nc2ccc(F)c(F)c2)C1 (stereo not given)	14.4	1.7	-0.3	-0.7	-21.6	-0.5	1.7	12.0	2.2
O=S(=O)(NCc1cc(-c2ccccc2)no1)c1ccccc1	0.8	0.8	-9.3	-13.2	-1.0	5.4	2.1	18.1	-7.9
COc1cccc2c1C(=N)c1c(O)c3c(c(O)c1C2=O)CC(O)(C(C)=O)CC3OC1CC(N)C(O)C(C)O1 (stereo not given)	-3.5	0.5	-5.3	/	-1.1	/	/	5.9	-7.2
O=C(Nc1ccccc1)OCCN1CCOCC1	2.6	0.9	-9.5	/	-5.0	2.7	-4.8	13.8	-2.2
COc1ccc(C(=O)ON=C2CCN(C)CC2)cc1	5.0	0.1	-4.4	3.3	-1.6	10.0	-12.0	7.9	-7.5
Cc1sc2ncnc(NS(=O)(=O)c3ccc(Cl)cc3)c2c1C	4.6	2.8	-19.8	-15.9	-4.7	1.9	-20.8	7.1	-1.1
COc1cccc(NC=C2C(=O)OC(C)(C)OC2=O)c1	4.0	3.9	11.0	-9.7	4.6	19.0	18.1	11.8	-1.9
C/C(=N\N=C1\NC(=O)C(CC(=O)O)S1)c1ccccn1 (stereo not given)	18.4	0.2	8.2	-6.3	-29.0	0.9	-26.2	-4.3	2.6
CCOC(=O)c1nn(-c2ccc(C)cc2)c(=O)cc1OCC(=O)Nc1cccc(OC)c1	7.3	-0.4	13.8	-17.6	-7.8	-0.7	1.2	3.3	-2.4
O=C(COC(=O)c1ccccc1)NC1CCCCCC1	13.5	1.8	-11.0	-15.6	-13.0	1.4	-19.5	20.5	-0.7
O=C(CSc1nnc(CNc2ccc(F)cc2)n1Cc1ccccc1)N1CCOCC1	7.0	0.6	-7.7	-13.5	-7.4	7.2	-8.8	-0.7	10.3
CC[C@@]1(C(=O)OC)N[C@H](CN(C)S(=O)(=O)c2ccc(OC)cc2)[C@@H]2C(=O)N(C)C(=O)[C@@H]21	3.4	0.4	-15.3	-8.9	-6.9	3.4	-19.6	10.8	-3.2
CCc1ccc(/C(C)=N/NC(=O)CNC(=O)/C=C/c2ccccc2OC)cc1	13.2	-0.2	-14.6	-16.0	-9.1	-5.4	-0.1	4.6	-4.2
O=C(CCn1nc(-c2ccc(Cl)cc2)c2ccccc2c1=O)Nc1cccnc1	4.0	11.8	-1.6	-27.3	-6.2	7.8	1.6	6.1	-12.7
CC(=O)c1ccc(Cc2ccccc2)cc1	0.3	0.1	8.1	-3.9	-0.1	-1.8	-1.3	-12.3	-6.7
Cc1ccc(S(=O)(=O)N2CCCC2CNC(=O)C(=O)NCCN2CCOCC2)cc1 (stereo not given)	4.4	0.5	0.0	3.0	-2.1	1.3	-7.0	7.0	-3.2
O=c1c2ccccc2cnn1Cc1n[nH]c(=S)n1C1CC2CCC1C2 (stereo not given)	9.6	1.9	-9.4	-24.6	-12.6	4.7	-4.5	-1.9	-3.9
Cc1cc(NC(=O)Nc2ccccc2Cl)no1	3.6	0.0	-20.5	4.3	-5.6	1.0	-15.2	12.6	-3.0
Cc1ccc(OCC(=O)Oc2cccc(C)c2C)cc1	9.7	0.2	13.2	-3.9	-5.2	-1.7	-4.7	-9.2	0.6
O=C(CCNS(=O)(=O)c1ccccc1C(F)(F)F)Nc1ccncc1	6.4	0.6	-14.4	-4.5	-6.9	10.0	-12.0	23.1	-2.7
Cc1ccc2c(c1)NC(=O)C(CC(=O)Nc1ccc(Br)c(C)c1)O2 (stereo not given)	10.5	0.2	-9.0	-2.6	-10.4	0.0	8.0	3.1	-1.8
CN(C)Cc1cc(C(C)(C)c2ccccc2)ccc1O	-27.2	2.9	-2.8	/	43.1*	4.6	1.4	7.2	-5.5
CC1=Nc2cc(C(=O)NCC3CCCO3)ccc2Sc2ccc(C)cc21 (stereo not given)	4.2	2.1	-12.6	-18.6	-10.1	3.8	-13.0	18.9	-3.3
COc1ccc(C2NC(=O)NC(C)=C2C(=O)OCC2CCCCC2)cc1OC (stereo not given)	12.3	2.8	-14.3	-20.4	-15.4	0.6	-26.6	10.4	-4.9
Cc1cccc(C(=O)NNC(=O)C2CCCCC2)c1O	-6.1	-0.2	-2.2	/	0.9	2.0	-13.4	4.0	-1.1
O=S(=O)(c1ccccc1)N1N=C(c2ccc(Cl)cc2)CC1c1ccco1 (stereo not given)	-1.4	0.2	-17.5	/	4.3	-1.5	-9.6	22.6	-4.4

# Continued (2 carried over from the part before).
SMILES	M1 PAM	CHO-K1 Ca ag	CHO-K1 Ca antag	CHO parental Ca	M1 antag	TAAR1 ag	TAAR1 antag	CHO-K1 Ca PAM	CHRM1 agonist
Cc1cccc(C(=O)NNC(=O)C2CCCCC2)c1O	-6.1	-0.2	-2.2	/	0.9	2.0	-13.4	4.0	-1.1
O=S(=O)(c1ccccc1)N1N=C(c2ccc(Cl)cc2)CC1c1ccco1 (stereo not given)	-1.4	0.2	-17.5	/	4.3	-1.5	-9.6	22.6	-4.4
O=C(/C=C/c1ccccc1[N+](=O)[O-])OC1CCCCC1=O (stereo not given)	4.1	0.2	-17.8	-16.9	-1.1	2.8	4.3	12.3	-4.2
S=C(NCCc1ccccc1)NC1CCC(NC(=S)NCCc2ccccc2)CC1 (stereo not given)	4.1	0.3	-3.4	-1.5	-11.6	0.0	-8.2	2.5	-4.0
CCCCCOC(=O)Cc1c(O)c2ccccc2[nH]c1=O	-6.1	0.1	-2.4	1.9	-15.9	3.9	0.5	5.3	-2.5
O=C(O)CCC(=O)Nc1cccc(-c2nnc(-c3ccccc3)o2)c1	7.1	0.5	-8.4	-1.5	-12.7	4.8	-12.7	13.8	-2.9
C=CC[C@@H](CC(=O)N(CCO)Cc1ccccc1)C(=O)NC[C@@H](OC(=O)[C@@H](CC=C)Cc1ccc(F)cc1)c1ccccc1	-2.8	-0.2	1.9	-6.6	13.9	13.1	68.5*	14.8	-5.3
O=C(Nc1ccc(Cl)cc1)c1cc(S(=O)(=O)N2CCOCC2)cs1	-2.2	2.2	2.0	-1.7	7.3	13.9	9.1	4.7	-3.7
O=C(Nc1ccc(F)cc1)Nc1ccc2c(c1)OCO2	2.5	20.7*	9.8	-3.9	1.6	21.8	-15.3	-11.4	4.2
COc1ccc(N(CC(=O)Nc2cccc(C)c2)S(=O)(=O)c2ccc(C)cc2)cc1OC	5.8	0.0	1.6	-15.6	-7.8	-0.8	5.7	3.2	-2.8
COC(=O)[C@@H](NC(=O)NC(C)CCc1ccccc1)C(C)C (stereo not given in full)	3.8	0.2	-7.3	-9.0	6.3	8.5	-4.9	11.0	-3.0
Cc1ccc(S(=O)(=O)N2CCOCC2)cc1NC(=O)COC(=O)CNC(=O)c1ccc(C(C)(C)C)cc1	8.8	3.9	-1.6	-11.7	-11.6	3.5	13.3	22.6	-6.3
